LMPTP block = LMPTP (human) inhibition | 0.22% of 360,000 active | recombinant LMPTP-A, OMFP fluorogenic substrate, fluorescence intensity | AID 651560 | P24666 | inhibition, % at 20 µM;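 active = compounds that cut the enzyme signal by at least half of the control window in the single-dose screen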;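 also: plate controls were DMSO wells with enzyme plus substrate for no effect and substrate without enzyme for full effect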
Target sequence (P24666 whole entry, looked up): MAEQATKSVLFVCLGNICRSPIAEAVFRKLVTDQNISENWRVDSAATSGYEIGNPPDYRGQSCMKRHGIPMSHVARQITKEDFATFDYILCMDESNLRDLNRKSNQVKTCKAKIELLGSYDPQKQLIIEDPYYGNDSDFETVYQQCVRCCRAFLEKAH
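Buffer or medium: Bis-Tris pH 6.0, DTT, detergent; Assay system: LMPTP-A enzyme; Quantity: 0.625 nM enzyme; Detection: endpoint fluorescence intensity; Times: 50 min dark incubation at room temperature; Controls: substrate-only low control, DMSO enzyme-plus-substrate high control; Doses: single 20 µM dose; Read-out: percent inhibition versus substrate-only and uninhibited controls; Reagent: 400 µM OMFP.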
Rin1 Abl inh = inhibitors of human Rin1-Abl protein interaction. P00519+Q13671. TR-FRET Rin1/Abl binding, biochemical. inhibition, % at 7.35 µM. 0.4% of 360,000 active. AID 588664; in the data active = inhibition above about 5%, passing the limit was not always enough
Neddylation inh = blocks human cullin neddylation; TR-FRET cullin neddylation, biochemical; P61081+Q13564; calls only at 25 µM; 0.58% of 360,000 active; in the data active = inhibition above about 36%
Target sequence (P61081 whole entry, looked up): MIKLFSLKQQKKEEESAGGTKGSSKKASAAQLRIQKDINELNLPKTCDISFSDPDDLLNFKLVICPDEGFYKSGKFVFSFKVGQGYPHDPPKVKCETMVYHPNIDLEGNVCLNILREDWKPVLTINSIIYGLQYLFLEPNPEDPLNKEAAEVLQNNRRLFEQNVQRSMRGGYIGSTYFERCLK
Target sequence (Q13564 whole entry, looked up): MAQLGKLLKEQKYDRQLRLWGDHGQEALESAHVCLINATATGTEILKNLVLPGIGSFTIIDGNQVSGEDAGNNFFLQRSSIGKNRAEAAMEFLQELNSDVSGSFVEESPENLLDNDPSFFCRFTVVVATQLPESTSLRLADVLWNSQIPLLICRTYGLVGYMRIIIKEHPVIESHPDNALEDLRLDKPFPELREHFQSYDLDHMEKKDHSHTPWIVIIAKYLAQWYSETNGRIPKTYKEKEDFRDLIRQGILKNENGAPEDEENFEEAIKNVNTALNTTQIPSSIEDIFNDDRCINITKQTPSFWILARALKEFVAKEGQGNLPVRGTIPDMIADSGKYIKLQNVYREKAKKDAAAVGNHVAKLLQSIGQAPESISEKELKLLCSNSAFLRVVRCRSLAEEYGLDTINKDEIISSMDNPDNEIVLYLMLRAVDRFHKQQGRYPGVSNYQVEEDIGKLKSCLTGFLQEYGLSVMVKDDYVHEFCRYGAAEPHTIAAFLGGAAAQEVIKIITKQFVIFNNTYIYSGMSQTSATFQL
SUMO1-SIM PPI = alters human SUMO1 binding to SIM partners. inhibition, % at 20 µM. AID 602429. SUMO1 binding to a labelled peptide, TR-FRET, 1 h. 0.33% of 360,000 active. P63165; in the data active = inhibition above about 37%
CSN inh = blocks human CSN-mediated cullin deneddylation; AID 651999; Purified CSN, SCF-Nedd8-OG deneddylation, fluorescence polarization; 0.38% of 360,000 active; inhibition, % at 12.5 µM;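 active = pattern-corrected inhibition above about 35%, with an unprinted fluorescence ratio check between 0.5 and 1.5, limit read from the data, passing the limit was not always enough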;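 also: 0% = enzyme with substrate and 100% = substrate without enzyme; some results filed as inactive read as strong as hits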
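Schedule: reaction 90 min, room temperature / Assay system: HEK293T-derived human Csn5 enzyme / Input: Csn5 at 0.24 nM final / Measure: inhibition of Csn5 cleavage, % / Control set: substrate-only high control, full reaction low control / Technique: fluorescence polarization of the substrate / Buffer or medium: Tris/NaCl/DTT buffer, pH 7.5 / Reagent: SCFSkp2-Nedd8OG substrate at 10 nM final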
NadD block = blocks S. aureus nicotinate mononucleotide adenylyltransferase; purified NadD enzyme, colorimetric absorbance read-out; inhibition, % at 20 µM; 0.78% of 360,000 active; AID 602399; in the data active = inhibition above about 26%; also: some compounds past the cut are filed as inactive
Scp-1 inhibitor = Scp-1 (human) phosphatase inhibition. inhibition, % at 20 µM. Recombinant Scp1, phosphopeptide, malachite green phosphate absorbance. AID 493091. Q9GZU7. 0.88% of 340,000 active;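 active = inhibition above about 50% at 20 µM, limit read from the data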;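 also: plate controls were DMSO wells with enzyme for no effect and wells lacking enzyme for full effect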
Target sequence (Q9GZU7 76-261 limits assumed): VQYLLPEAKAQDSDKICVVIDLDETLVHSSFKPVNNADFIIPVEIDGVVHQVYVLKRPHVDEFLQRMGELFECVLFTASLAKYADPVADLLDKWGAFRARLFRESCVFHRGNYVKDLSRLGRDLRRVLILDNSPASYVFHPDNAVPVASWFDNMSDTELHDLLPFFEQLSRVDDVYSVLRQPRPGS
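Test system: SCP-1 phosphatase catalytic domain, residues 76-261 | Compound dosing: One concentration, 20 µM, with 1.0% DMSO | Schedule: 45 min room-temperature reaction, 5 min colour, 30 min stabiliser | Detection: Absorbance at 630 nm | Read-out basis: % inhibition of SCP-1 phosphate liberation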
STEP inh = inhibitors of human striatal-enriched phosphatase STEP; AID 588621; recombinant STEP, OMFP fluorogenic substrate, fluorescence; inhibition, % at 20 µM; 0.25% of 360,000 active;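 active = inhibition at 20 µM, scaled per plate between control wells, above about 37%, limit read from the data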;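 also: 0% = DMSO with enzyme and substrate and 100% = substrate only without enzyme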
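Assay system: isolated STEP enzyme / Timing: 20 min at room temperature, dark / Doses: 20 µM, 1% DMSO / Technique: fluorescence intensity, excitation 480 nm, emission 540 nm / Reagent: fluorogenic phosphatase substrate OMFP at 25 µM final / Measure: percent inhibition scaled to no-enzyme and uninhibited-enzyme controls, plate-pattern corrected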
DNMT1 inh = DNMT1 (human) enzyme inhibition | P26358 | DNMT1 molecular beacon, Hinp1I cleavage, fluorescence | inhibition (reported as % activation of signal), % at 10 µM | 0.83% of 360,000 active; in the data active = inhibition above about 50%
Rpn11 inh = blocks the human proteasome subunit Rpn11 | AID 588493 | 0.59% of 360,000 active | human 26S proteasome, Ub4-pepOG fluorescence polarization; 20S core pre-blocked with epoxomicin | calls only at 20 µM;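 active = inhibition at 20 µM, scaled to each plate's controls, above about 33%, limit read from the data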
Starred values were filed as active, the others as inactive; i = inactive; . = no result given; + = active, no number. Not a hit list (roughly 3.8% active in at least one column).

SMILES | LMPTP block | Rin1 Abl inh | Neddylation inh | SUMO1-SIM PPI | CSN inh | NadD block | Scp-1 inhibitor | STEP inh | DNMT1 inh | Rpn11 inh
CC1(C)CC2(C)OC2C2(C1)N=NC(=Nc1ccccc1)O2 (centres undefined) | -1.7 | -1 | i | -6 | -3 | -1 | . | -1 | 0 | i
CC1=C(C(=O)OCc2ccccc2)C(c2ccco2)C2=C(CC(C)(C)CC2=O)N1 (centres undefined) | 0.1 | -2 | . | -9 | -7 | -5 | -11 | 4 | -4 | i
COc1ccc(C)cc1NC(=O)CN1CCN(c2ccc(F)cc2)CC1 | 1.1 | 1 | i | -3 | 3 | 4 | 0 | -2 | -4 | i
COc1c(Br)cc(Br)cc1/C=N/NC(=O)c1cccnc1 | 1.8 | -6 | i | -15 | 0 | -5 | -7 | 3 | -1 | i
COC(=O)Cc1[nH]nc2c1C(c1cccc(OC)c1OC)C(C#N)=C(N)O2 (centres undefined) | 0.0 | 1 | i | -4 | 5 | 3 | -1 | -3 | -8 | i
O=C(Nc1nnc([C@H]2C[C@H](O)[C@@H](CO)O2)s1)Nc1ccc(F)cc1F | -0.9 | 3 | i | -2 | -4 | -6 | . | -2 | 2 | i
O=C(NC1CCN(Cc2ccccc2)CC1)C12CC3CC(CC(C3)C1)C2 | -5.4 | 1 | i | 1 | 1 | -7 | -2 | -3 | 3 | i
Cc1ccnc(NC(=O)c2cccc(S(=O)(=O)N3CCCC3)c2)c1 | 0.1 | 1 | i | -3 | -3 | -5 | 15 | -1 | 0 | i
COc1ccc(C(=O)c2ccc(OC)c(Br)c2)cc1Br | 1.7 | -4 | i | -57 | -3 | -6 | -10 | -2 | -8 | i
COc1ccccc1C(=O)Nc1nnc(-c2ccco2)s1 | 0.6 | 1 | i | -7 | 7 | 0 | -4 | 6 | -2 | i
Cc1ccc(C)c(NS(=O)(=O)c2c(C)ccc3nsnc23)c1 | -1.8 | -1 | i | -21 | -4 | 0 | -11 | -2 | 2 | i
CCOc1ccc(NC(=O)/C(C#N)=C/c2ccc(N3CCCC3)c(C)c2)cc1 | -0.3 | -1 | i | 3 | 46* | 7 | -1 | -2 | 24 | .

Printed as active in CSN inh (from the list above):
SMILES | LMPTP block | Rin1 Abl inh | Neddylation inh | SUMO1-SIM PPI | CSN inh | NadD block | Scp-1 inhibitor | STEP inh | DNMT1 inh | Rpn11 inh
CCOc1ccc(NC(=O)/C(C#N)=C/c2ccc(N3CCCC3)c(C)c2)cc1 | -0.3 | -1 | i | 3 | 46* | 7 | -1 | -2 | 24 | .

(cont.)
SMILES | LMPTP block | Rin1 Abl inh | Neddylation inh | SUMO1-SIM PPI | CSN inh | NadD block | Scp-1 inhibitor | STEP inh | DNMT1 inh | Rpn11 inh
CC(Nc1cc(=O)n(C)c(=O)[nH]1)c1ccccc1 (centres undefined) | -0.1 | -1 | i | -1 | 4 | -5 | 3 | 2 | -3 | i
N#Cc1c(SC(C(=O)O)c2ccccc2)nc2c(c1-c1cccs1)CCCC2 (centres undefined) | 6.8 | -20 | i | 18 | 2 | 8 | 33 | -2 | -1 | i
CC(C)C1CC(CCNCc2ccc(N(C)C)cc2)(c2ccccc2)CCO1 (centres undefined) | 2.2 | -1 | i | 0 | 8 | -3 | -14 | 2 | -2 | i
CCC(=O)N(CC(=O)Nc1sc(C)c(C)c1C(N)=O)C1CCCCC1 | 0.8 | -3 | i | 1 | -2 | -1 | -8 | 0 | 1 | i
COC(=O)C1CN(C(=O)COc2ccc(C)cc2)c2ccccc2O1 (centres undefined) | -1.0 | -1 | i | 2 | -2 | -5 | -12 | -2 | 1 | i
c1ccc2c(N3CCCCC3)nc(N3CCCC3)nc2c1 | 0.9 | 4 | i | 3 | 2 | 0 | 5 | -1 | 4 | i
Cc1cc2c(=O)[nH]c(N)nc2[nH]1 | -0.5 | -2 | i | 5 | 0 | -2 | . | -2 | 3 | i
O=C(CC(=O)c1cc(Cl)ccc1O)c1ccccc1 | 1.3 | -4 | i | -7 | 0 | 5 | -12 | 1 | -1 | i
CCN1CC(CN(C)Cc2cn(-c3ccc(C)cc3)nc2-c2cccc(C)c2)CC1=O (centres undefined) | -0.3 | 3 | i | 1 | 1 | -1 | -8 | -1 | -5 | i
Cc1ccc(Cn2c(NCCc3ccccc3)nc3c2c(=O)n(C)c(=O)n3C)cc1 | 0.9 | 1 | i | 7 | -1 | -7 | -1 | 2 | -4 | i
CSc1sc(C)cc1/C=N/O | -0.7 | 0 | i | 1 | -2 | -5 | -5 | -3 | 3 | i
CC(C)(C)N=C1SCC(C)(/C=N/O)S1 (centres undefined) | 1.6 | 2 | i | -4 | -1 | 3 | -5 | -1 | 6 | i
CCOc1ccc(-c2nc(C#N)c(NC3CC3)o2)cc1 | 0.2 | 2 | . | 7 | 4 | -1 | -13 | -12 | 3 | i
Cc1ccc2[nH]c(C(=O)N3CCC(C(N)=O)CC3)cc2c1 | -1.1 | 0 | i | -2 | -3 | -2 | -8 | 0 | -3 | i
COc1ccc(CNC(=O)C(C)Sc2ccc(S(=O)(=O)N3CCOCC3)cn2)cc1 (centres undefined) | -1.1 | 3 | i | -1 | 0 | -1 | -6 | 0 | 2 | i
CCCNc1ccc(C(=O)OCC)cc1[N+](=O)[O-] | -0.1 | -1 | i | -30 | -1 | -8 | 1 | 1 | -5 | i
O=C(CSc1ncn[nH]1)N/N=C/c1ccc(C(F)(F)F)cc1 | -1.8 | -1 | i | -9 | -2 | -3 | -2 | -2 | 1 | i
Cc1cc(=O)[nH]c(NCCO)n1 | 0.2 | -3 | i | 2 | 3 | 0 | -1 | -3 | 1 | i
O=C(N/N=C/c1sc(=O)n(Cc2ccc(Br)cc2)c1Cl)c1ccco1 | 69* | 4 | i | 45* | 42* | 14 | 103* | 96* | 31 | +
O=C(NNc1ccccc1Br)C(O)(c1cccc(C(F)(F)F)c1)c1cccc(C(F)(F)F)c1 | 3.9 | 0 | i | 3 | -5 | 2 | -12 | 1 | -12 | i
CC(C)(C)NC(=O)CN(Cc1cccs1)C(=O)c1csnn1 | -1.3 | 2 | i | 0 | 4 | -1 | -1 | 1 | 1 | i
COc1ccc(-n2ncc3c(SCC(=O)NNC(C)=O)ncnc32)cc1 | 1.5 | 1 | i | -5 | 5 | 0 | 0 | 2 | 1 | i
O=C(COc1ccccc1)NC1CCSc2ccccc21 (centres undefined) | 0.0 | -2 | i | 5 | 4 | -2 | -6 | -3 | -1 | i
CC(C)NC(=O)Cn1c(SCC(=O)N2CCCc3ccccc32)nc2ccccc21 | -1.9 | 1 | i | 0 | 9 | 2 | -6 | -4 | 3 | i
COc1ccc(-n2nc(C(=O)NCC(=O)N3CCCC(C)C3)c3ccccc3c2=O)cc1 (centres undefined) | -0.1 | -2 | i | -16 | 5 | -5 | 4 | -1 | 0 | i
Cc1cc2occ(CC(=O)N(C)CC(=O)Nc3ccc(F)cc3)c2cc1C | 0.9 | 3 | i | 0 | 1 | -9 | 2 | -2 | 0 | i
COc1ccc(/C=N/Nc2ncnc(Cl)c2N)cc1OC | -1.4 | -2 | i | -7 | 3 | 0 | -2 | -3 | -4 | i
Cc1nnc(N(Cc2ccco2)C(=O)c2cccc(C#N)c2)s1 | -0.9 | 2 | i | -1 | 2 | 2 | 0 | 2 | 1 | i
O=C(CSc1nnc(C2CC2)n1C1CC1)c1ccccc1F | 1.2 | 0 | i | 2 | -5 | -5 | -10 | 2 | 3 | i
C=CCOC(=O)CCCCCCCC | -1.0 | 0 | i | 2 | 2 | -2 | -9 | -3 | -2 | i
COC(=O)c1ccc(OCc2nc(N)nc(N3CCOCC3)n2)cc1 | -0.4 | 4 | i | 3 | 1 | -3 | -5 | 0 | 1 | i
CCc1ccccc1NC(=O)CC1CS(=O)(=O)CC1CC(=O)Nc1ccccc1CC (centres undefined) | -2.1 | -2 | i | 0 | 3 | 0 | -6 | -4 | 6 | i
Cc1cccc(CCN2C(Nc3ccccc3)=NC[C@@H]2C)c1 | -1.7 | 6 | i | 4 | 0 | -3 | -1 | -2 | 4 | i
COc1ccc(Br)cc1C(=O)Nc1ccc(O)cc1 | -1.6 | -1 | i | 3 | -2 | 5 | 1 | 3 | 4 | i
CCOc1ccc(N(Cc2ccccc2F)C2=NC3CS(=O)(=O)CC3S2)cc1 (centres undefined) | 1.0 | -1 | i | -1 | 2 | 4 | -5 | -2 | -3 | i
COc1ccc(C(CNC(=O)CNC(=O)c2cc(OC)c(OC)c(OC)c2)N2CCOCC2)cc1 (centres undefined) | -0.3 | -1 | i | 4 | 4 | -1 | -4 | 2 | -1 | i
Cc1cc(C)c(S(C)(=O)=O)c(Oc2ccc(C(C)(C)C)cc2)n1 | 1.4 | 1 | i | 0 | -5 | -2 | 1 | 1 | 1 | i
COc1ccc(CNC(=O)C2CC(=O)N(C3CCCCC3)C2)cc1 (centres undefined) | -1.3 | 3 | i | 1 | -3 | 4 | -10 | 0 | -1 | i
CC[C@]12c3[nH]c4ccc(Cl)cc4c3CCN1C(=O)[C@@H](CC(=O)NCC13CC4CC(CC(C4)C1)C3)C[C@@H]2C(=O)N1CCN(C(=O)C2CC2)CC1 | 0.2 | 4 | i | 2 | -1 | 2 | 7 | 3 | -19 | i
CCc1cccc2c(=O)c(C(=O)N3CCCCCC3)c[nH]c12 | -2.4 | -1 | i | -2 | -3 | 0 | -3 | 1 | -3 | i
Nc1nc(Sc2c([N+](=O)[O-])cc(C(F)(F)F)cc2[N+](=O)[O-])n[nH]1 | -1.5 | -4 | i | -8 | 1 | 0 | -14 | 1 | -8 | i
Cc1[nH][nH]c(=O)c1C=NCc1cccc(C(F)(F)F)c1 | -2.2 | 3 | i | 3 | -5 | 3 | -4 | -1 | 0 | i
Cc1cc(C)cc(NC(=S)Nc2cccc3ccccc23)c1 | 1.0 | -4 | i | -10 | 23 | -5 | -13 | 5 | -4 | i
Cc1ccccc1NS(=O)(=O)c1ccc(C(=O)NCC2CCCO2)cc1 (centres undefined) | -1.3 | 2 | i | -3 | 0 | 2 | -5 | -1 | 0 | i
O=c1nc2ccccn2c2ccc(S(=O)(=O)N3CCCCC3)cc12 | 0.8 | -1 | . | 1 | 2 | -2 | 2 | -1 | 2 | i

An excerpt from above in order of molar mass, rising.
SMILES | LMPTP block | Rin1 Abl inh | Neddylation inh | SUMO1-SIM PPI | CSN inh | NadD block | Scp-1 inhibitor | STEP inh | DNMT1 inh | Rpn11 inh
Cc1[nH][nH]c(=O)c1C=NCc1cccc(C(F)(F)F)c1 | -2.2 | 3 | i | 3 | -5 | 3 | -4 | -1 | 0 | i
Cc1cc(C)c(S(C)(=O)=O)c(Oc2ccc(C(C)(C)C)cc2)n1 | 1.4 | 1 | i | 0 | -5 | -2 | 1 | 1 | 1 | i
Cc1ccccc1NS(=O)(=O)c1ccc(C(=O)NCC2CCCO2)cc1 (centres undefined) | -1.3 | 2 | i | -3 | 0 | 2 | -5 | -1 | 0 | i
